CaV13 ICDI inh – Disruptors of the CACNA1D IQ motif to Ca2+-dependent inactivation inhibitor domain association, primary screening, Förster resonance energy transfer in intact living …. HEK cells, CFP/YFP FRET ICDI-IQ, plate reader, 10 min; percent FRET-ratio fall versus neutral wells. inhibition, % at 12.3 µM. 340,000 compounds, 0.098% hits;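 active = mean replicate inhibition of at least 30% and at least 1% of replicates passing that level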;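 also: 0% = median of the neutral control wells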
iPSC survival up – enhancers of human iPSC single-cell survival. hiPSC single-cell survival, ATPlite luminescence; 100% = ROCK inhibitor wells, 0% = DMSO. survival enhancement, % at 20 µM. 360,000 compounds, 0.044% hits; in the data active = survival enhancement above about 18%;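 also: cells exposed to compounds for 16 hours before the ATP read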
NR2E3 ag-1 – NR2E3 (human) agonism; Q9Y5X4; GST-NR2E3/biotin-RetCOR TR-FRET, 1536-well; inhibition of corepressor binding, % at 4.78 µM; 320,000 compounds, 0.12% hits; AID 2300;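 active = percent inhibition above the cutoff of mean plus 3 SD of all tested compounds, set per screening campaign, cut at about 20% in these data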;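 also: 0% = DMSO wells and 100% = biotin wells as full block of FRET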
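Assay system: NR2E3–RetCOR corepressor complex. Quantity: 1.35 nM GST-NR2E3. Buffer or medium: pH 7.5 Tris-based buffer. Reagent: biotinylated RetCOR corepressor at 7 nM final. Schedule: 5 h at 4 °C. Detection: TR-FRET, emission read at 617 and 671 nm. Replicates: one well per compound, singlicate testing.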
HIF-2a inh – inhibitors of HIF-2a; 786-0 RCC cells HIF-2a reporter, luciferase luminescence, overnight; inhibition, % at 18.8 µM; 360,000 compounds, 0.72% hits;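 active = inhibition of the luminescence signal of 40% or more relative to plate controls, in a single-dose primary screen at 18.75 µM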
Peg3 prom inh – reduces Peg3 promoter-driven luciferase expression in HeLa; 360,000 compounds, 1.7% hits; AID 588405; HeLa PEG-Prom luciferase reporter, luminescence, overnight; inhibition, % at 20 µM;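 active = inhibition of at least 50% at 20 µM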
Shn3 3UTR inh – reduces Shn3 3'UTR luciferase signal in osteoblasts; Clone20 osteoblast Shn3 3'UTR firefly luciferase, 24 h; AID 588674; inhibition, % at 12.5 µM; 360,000 compounds, 0.52% hits;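 active = mean inhibition of at least 75% with every replicate also reaching 75%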;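 also: 0% = median of neutral control wells and 100% = pilot-screen positive control compound; some compounds past the cut are filed as inactive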
PDI turbidity – blocks human protein disulfide isomerase activity | P07237 | 350,000 compounds, 0.052% hits | inhibition, % at 10 µM | AID 588391 | PDI insulin aggregation turbidity, A650, 90 min;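 active = mean inhibition across replicates of 30% or more, whatever share of single replicates reach that level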;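 also: absorbance from insulin aggregation driven by PDI reduction with DTT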
Target sequence (P07237 whole entry, looked up): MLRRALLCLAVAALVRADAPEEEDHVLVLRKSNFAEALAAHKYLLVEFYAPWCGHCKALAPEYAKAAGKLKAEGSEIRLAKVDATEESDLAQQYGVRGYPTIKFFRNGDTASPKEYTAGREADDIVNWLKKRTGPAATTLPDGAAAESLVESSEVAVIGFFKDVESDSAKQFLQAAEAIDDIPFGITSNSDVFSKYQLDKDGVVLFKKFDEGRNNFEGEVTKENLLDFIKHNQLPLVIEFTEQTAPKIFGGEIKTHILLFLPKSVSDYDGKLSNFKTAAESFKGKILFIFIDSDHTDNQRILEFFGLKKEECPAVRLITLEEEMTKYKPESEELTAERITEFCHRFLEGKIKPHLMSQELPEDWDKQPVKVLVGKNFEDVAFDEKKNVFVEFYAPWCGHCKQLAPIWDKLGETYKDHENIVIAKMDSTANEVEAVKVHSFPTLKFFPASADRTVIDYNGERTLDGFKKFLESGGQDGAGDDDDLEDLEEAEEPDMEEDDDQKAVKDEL
Cardio protect – modulators protecting cardiomyocytes from myocardial damage; H9c2 cardiomyocytes, H2O2 injury protection, ATPLite, 2 h; protection from H2O2 cell death, % at 20 µM; 360,000 compounds, 0.63% hits; AID 588492;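 active = compounds giving at least 50% protection of heart cells from peroxide-induced death in the single-dose screen, raw or plate-pattern-corrected value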;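 also: 0% = DMSO wells with peroxide and 100% = DMSO wells without peroxide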
NR2E3 ag-2 – activates human NR2E3 receptor; Q9Y5X4; CHO-S Gal4-NCOR/VP16-NR2E3 two-hybrid, luciferase; inhibition of corepressor binding, % at 3.98 µM; 360,000 compounds, 0.35% hits; AID 602229;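 active = inhibition above the mean of all tested compounds plus 3 SD, cut at about 70% in these data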;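 also: 0% = DMSO with NR2E3 transfected cells and 100% = cells lacking NR2E3 construct; higher means lower luciferase signal from less NR2E3 corepressor binding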
MITF TRPM1 inh – inhibitors of MITF-driven TRPM1 promoter in melanoma cells | SK-MEL-5 TRPM1 promoter luciferase, 24 h | inhibition, % at 12.5 µM | 330,000 compounds, 0.83% hits;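 active = mean inhibition across replicates of 60% or more, whatever share of single replicates reaches that level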; also: values of inactives mirror those of a sister screen read the other way
m5-HT2A agonist – activates the mouse 5-HT2A serotonin receptor. activation, % at 7.6 µM. AID 624169. 360,000 compounds, 0.66% hits. P35363. CHO-K1 mHTR2A beta-arrestin complementation, luminescence; percent of 30 µM serotonin response;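 active = activation above a run cutoff, the mean activation of all tested compounds plus 3 SD, cut at about 14% in these data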;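 also: 0% = plate median of compound wells and 100% = 30 µM serotonin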
Target sequence (P35363 whole entry, looked up): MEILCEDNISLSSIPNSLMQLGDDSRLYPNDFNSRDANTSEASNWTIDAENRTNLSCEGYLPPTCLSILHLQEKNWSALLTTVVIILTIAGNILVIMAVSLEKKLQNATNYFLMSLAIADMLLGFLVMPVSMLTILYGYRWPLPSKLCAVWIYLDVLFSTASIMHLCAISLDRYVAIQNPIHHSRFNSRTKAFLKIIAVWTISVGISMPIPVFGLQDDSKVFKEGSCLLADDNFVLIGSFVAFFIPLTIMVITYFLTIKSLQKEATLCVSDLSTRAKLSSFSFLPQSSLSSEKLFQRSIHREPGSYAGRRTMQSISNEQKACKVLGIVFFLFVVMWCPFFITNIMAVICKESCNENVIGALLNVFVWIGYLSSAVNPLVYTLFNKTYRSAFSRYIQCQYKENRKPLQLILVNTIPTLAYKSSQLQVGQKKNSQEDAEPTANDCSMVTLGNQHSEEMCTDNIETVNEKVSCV
* hit, by the source's call; · = no result given; & = joins results of further samples.

#	molecule	CaV13 ICDI inh	NR2E3 ag-2	NR2E3 ag-1	HIF-2a inh	Cardio protect	MITF TRPM1 inh	Peg3 prom inh	iPSC survival up	Shn3 3UTR inh	PDI turbidity	m5-HT2A agonist
1	COc1cc(OC)cc(C(=O)NCCSC2CCCCC2)c1	-4.3	-38.0	3.3	-19.4	-3.6	-7.9	-3.2	-0.6	12.0	-1.1	-2.5
2	N#Cc1ccc(C(=O)N(Cc2ccco2)c2c(N)n(Cc3ccccc3)c(=O)[nH]c2=O)cc1	-2.1	-35.0	1.4	12.0	5.5	4.4	7.2	-1.2	-4.7	33.2*	-4.0
3	COCCSc1nnc(NC(=O)CSc2ccccc2)s1	·	-23.7	0.7	-17.1	0.7	-3.6	6.0	-0.7	-11.9	2.4	-2.0
4	C[C@@H](NCCc1ccc(O)cc1)[C@@H](O)c1ccc(O)cc1	-4.5	-13.7	2.3	22.8	5.0	-10.1	-4.8	2.7	8.2	-10.3	-3.5
5	C=CCn1c(=O)c(C(=O)Nc2cccnc2)c(O)c2ccccc21	0.4	-40.1	-2.6	-14.7	-23.9	5.2	2.7	0.8	-10.8	-2.8	-4.3
6	CN(CC(=O)Nc1ccccc1Cl)C(=O)COC(=O)/C=C/c1ccccc1	-3.3	2.9	0.7	-4.4	-3.9	-11.2	0.6	-0.3	2.0	16.9	5.4
7	CC(C)CC1Nc2ncnc(N3CCOCC3)c2N(Cc2ccccc2)C1=O (stereo unspecified)	-6.8&-6.9	5.9&13.6	·	12.6&-0.6	14.4&1.9	4.3	-5.8&-16.4	-1.3&2.3	9.3&-4.2	6.8	-4.0&1.2
8	COc1cc(C(=O)OCC(=O)Nc2cccc(S(=O)(=O)N3CCOCC3)c2)ccc1OCC(C)C	-4.8	10.6	0.4	7.3	-6.8	-8.6	-10.4	0.2	-18.1	-0.9	9.4
9	COc1ccc(C2=NOC3(CC(=O)N(c4ccc(C)cc4)C3=O)C2)cc1 (stereo unspecified)	-3.7	3.7	1.6	-58.9	0.9	-0.3	-9.1	-0.8	-35.6	1.4	1.2
10	CCN(CC)S(=O)(=O)c1ccc(C(=O)NCc2n[nH]c(=S)n2-c2ccc(Cl)c(Cl)c2)cc1	16.6	-15.3	3.0	5.6	-0.9	-5.7	8.4	0.9	-9.9	5.4	-6.1
11	COc1cccc(C(=O)Nc2ccc3nc4n(c(=O)c3c2)CCCC4)c1	-18.6	-37.2	-3.9	-191.5	3.3	-39.4	-133.8	-0.5	16.0	-3.1	-3.2
12	CCn1cc(/C=C/C(=O)c2ccc(O)cc2)c(C)n1	2.2	-65.4	-3.0	-197.7	-25.3	-50.0	-227.8	-2.5	-12.4	11.6	-5.2
13	Cc1ccc(S(=O)(=O)NCC(c2cccnc2)N2CCN(Cc3ccccc3)CC2)cc1 (stereo unspecified)	·	-19.1	-0.5	6.5	-1.5	0.5	10.2	-0.5	3.5	-10.4	4.1
14	CCOc1ccc(OCC)c(S(=O)(=O)N2CCCCC2)c1	0.2	3.2	0.8	7.5	1.4	7.7	25.6	2.0	-1.5	-5.3	-1.9
15	Oc1cccc(NC(=S)Nc2cccnc2)c1	-1.7	3.4	3.3	13.5	5.1	7.5	2.3	1.0	-3.6	-0.1	0.2
16	C=CCOc1c(Br)cc(CNc2ccc(NC(=O)C(C)C)c(OC)c2)cc1OCC	-2.6	-21.3	-0.1	13.0	-12.0	5.8	16.2	4.1	-17.7	-1.4	-4.0
17	CCCSc1nc2cc(OC)c(OC)cc2c(=N)n1CCCN1CCOCC1	0.1	-5.8	1.3	13.9	7.6	-25.6	4.4	-0.4	4.9	-5.7	-4.9
18	COc1ccc(NC(=O)CC2C(=O)N(c3cccc(C)c3)C(=O)N2C2CCCCC2)cc1 (stereo unspecified)	-4.5	-1.8	2.7	17.0	0.5	-5.2	12.9	-1.2	20.9	7.2	1.5
19	CS(=O)(=O)Nc1ccc(S(=O)(=O)NC2CCCCC2)cc1	3.9	-7.8	-3.6	12.7	-2.3	11.2	1.3	-0.9	22.6	-2.6	1.9
20	COc1ccc(-c2cn(-c3ccc(C)cc3C)c(=S)[nH]2)cc1OC	-3.2	9.2	0.1	-1.1	-9.1	-0.8	11.4	0.6	16.8	-0.6	0.1
21	COc1cc2c(cc1OC)C(=O)Cc1ccc3c(c1CN(C)CC2)OCO3	·	-7.8	-2.7	11.4	1.7	2.2	8.7	1.3	0.1	·	-1.6
22	CCOc1ccc(CN2CCNC(=O)C2CC(=O)NCCc2cnccn2)cc1 (stereo unspecified)	-4.9	14.5	-5.2	5.6	-2.3	5.3	17.1	0.7	4.0	8.3	-6.2
23	CCOC(=O)/C(=C\Nc1ccc(OC(F)(F)F)cc1)Sc1ncc(C(F)(F)F)cc1Cl	-2.6	0.9	-3.4	5.6	-7.2	-11.4	7.0	3.1	10.0	0.1	5.6
24	COc1ccc(NS(=O)(=O)c2cc(NS(=O)(=O)c3cccs3)ccc2C)cc1	-5.9	8.8	·	2.0	-3.8	-2.9	4.8	-0.2	-1.8	-2.6	3.5
25	CC(C)CCNC(=O)c1onc(CSc2ccccn2)c1C(=O)NCCC(C)C	-4.9	-25.0	2.8	6.4	-2.1	-3.1	-15.5	-0.2	-0.7	3.9	8.9
26	COc1cccc(C2Nc3ccc4ccccc4c3C3=C2C(=O)CC(C)(C)C3)c1OCC(=O)O (stereo unspecified)	-1.1	-6.8	3.8	9.3	-3.9	7.5	8.6	-0.8	8.7	2.0	-0.3
27	CC1SC(C)C(=O)N(CC(=O)NCc2ccc(F)cc2)C1=O (stereo unspecified)	15.2	-2.7	2.1	11.4	4.8	-15.4	-10.2	0.2	-15.0	-13.5	0.2
28	Cn1cc(CN2CCC[C@H]2CO)c(-c2cccc(Cl)c2)n1	-2.5	-13.6	0.0	18.0	3.1	12.2	-2.0	0.0	15.5	0.9	-1.3
29	Cc1c(NC(C)c2cc(Cl)ccc2O)c(=O)n(-c2ccccc2)n1C (stereo unspecified)	-5.2	2.7	-1.6	3.0	-12.1	-0.6	11.4	1.4	2.1	-6.9	0.2
30	CCCCN1c2ccccc2N(CCCO)c2cc(C)nnc21	-2.9	-24.8	-1.2	-43.3	-18.7	-18.2	-29.3	-2.6	-9.8	7.3	-1.1
31	O=C(NCc1ccccc1CN1CCCC1)C1CCN(C(=O)c2ccc(F)cc2)CC1	-2.4	-20.7	2.1	2.6	-9.8	·	-7.3	0.4	-2.9	-5.2	-4.7
32	CCOC(=O)c1c(C)[nH]c(C)c1S(=O)(=O)NCC(=O)Nc1ccccn1	-2.5	-16.1	3.0	10.2	2.8	8.5	9.5	-0.6	-26.7	-2.8	8.4
33	COC(=O)c1c(NS(=O)(=O)c2cccs2)sc2c1CCCC2	-3.4	-11.7	-1.7	19.8	3.6	8.8	17.4	4.5	-7.0	-25.8	-2.0
34	CCOc1ccc(NC(=O)CN(C)C(=O)c2cc(S(=O)(=O)N3CCCCC3)ccc2C)cc1OCC	-5.4	-15.2	-1.9	9.3	2.2	5.5	-2.2	-0.5	-18.6	-0.4	1.3
35	COc1ccc(-c2coc3c(C(=O)NCc4ccco4)cccc23)c(C)c1	-10.9	-61.5	·	-11.3	-6.4	·	9.9	0.9	43.9	8.4	-7.5
36	Cc1onc(-c2c(Cl)cccc2Cl)c1C(=O)c1c[nH]c(C(=O)NCC2CCCO2)c1 (stereo unspecified)	-5.8	-6.2	-0.4	19.1	11.1	-3.4	28.9	0.2	-9.2	1.8	-3.6
37	C=CCN(c1ccccc1)S(=O)(=O)c1cccc(C(=O)NCc2ccncc2)c1	-5.2	-6.2	-2.3	6.6	-8.8	-6.8	13.0	-0.4	17.2	1.2	-6.2
38	COc1ccc(NC(=O)NC2(C(=O)N3CCCCCC3)CCCCC2)cc1	-5.4	-11.6	1.0	9.1	5.8	-1.0	11.9	-2.9	3.9	-11.4	2.0
39	CC(C)c1ccccc1NC(=O)Nc1ccc2c(c1)OCO2	-6.8	-18.2	0.9	-78.0	-6.2	-17.0	-36.5	1.7	-1.5	-6.8	4.6
40	CC(C)C(=O)N1CCN(c2ccccc2N)CC1	-5.3	-15.5	-0.2	6.1	10.9	17.5	-15.4	-1.6	3.6	·	-4.4
41	CCN1C(=O)C(CC(=O)Nc2cccc(C(C)=O)c2)S/C1=N\c1ccccn1 (stereo unspecified)	-3.6	18.5	-5.9	4.0	10.1	-10.3	17.8	0.2	1.8	6.2	-1.1
42	N#Cc1ccc(NC(=O)C2CC(c3ccc(F)cc3)=NO2)cc1 (stereo unspecified)	-5.8	-6.8	-4.3	5.2	-10.1	-1.8	3.3	1.6	6.0	-5.6	-2.8
43	O=C(NC1CCN(C(=O)N2CCOCC2)CC1)c1ccccc1	-4.9	-9.5	-1.1	17.9	0.0	3.8	8.4	2.8	0.6	16.8	1.1
44	COc1ccccc1N1CCSC1C(N)=O (stereo unspecified)	·	-12.3	3.1	13.7	0.6	2.0	-8.9	0.7	-3.8	6.2	-2.8
45	Cc1ccc(S(=O)(=O)N(C)CC(=O)Nc2ncccc2C)cc1	-6.2	14.2	1.3	-1.8	5.3	-5.7	-16.1	0.2	13.0	1.0	-10.9
46	N#Cc1ccc(OCc2cccc(S(=O)(=O)N3CCOCC3)c2)cc1	-3.1	-4.2	6.5	4.4	-3.2	8.7	11.8	-0.3	6.2	-2.1	-1.1
47	Oc1ccccc1-c1nc2ccccc2nc1-c1ccccc1	-5.0	-16.5	-0.1	4.7	-2.4	12.7	10.6	0.1	10.4	4.7	-0.4
48	CC1NC(=O)c2cccnc2-n2c1nc1cc(F)ccc1c2=O (stereo unspecified)	-3.9	5.5	·	6.5	8.1	·	-7.1	-1.8	-37.0	-2.0	2.8
49	CCc1cccc(Nc2cc(C)nc3ncnn23)c1	-1.7	19.6	2.9	-7.3	-2.6	5.9	6.5	-0.4	7.1	·	-5.7
50	O=C(O)CCC(=O)Nc1ccc(S(=O)(=O)Nc2nccs2)cc1	-4.9	8.0	2.9	-4.4	0.7	-5.7	-2.4	-0.2	-5.3	4.1	-0.5
51	O=C(COc1ccccc1)Nc1ncccn1	-4.9	-36.8	3.1	-64.7	5.2	-19.6	-47.3	0.3	-0.6	-0.6	3.9

2 compounds picked at random from the list so far, as already listed:
#	molecule	CaV13 ICDI inh	NR2E3 ag-2	NR2E3 ag-1	HIF-2a inh	Cardio protect	MITF TRPM1 inh	Peg3 prom inh	iPSC survival up	Shn3 3UTR inh	PDI turbidity	m5-HT2A agonist
39	CC(C)c1ccccc1NC(=O)Nc1ccc2c(c1)OCO2	-6.8	-18.2	0.9	-78.0	-6.2	-17.0	-36.5	1.7	-1.5	-6.8	4.6
49	CCc1cccc(Nc2cc(C)nc3ncnn23)c1	-1.7	19.6	2.9	-7.3	-2.6	5.9	6.5	-0.4	7.1	·	-5.7
